Source: PubChem (National Center for Advancing Translational Sciences (NCATS))
LMNA splice mod: LMNA splicing modulation | AID 1487 | HeLa LMNA splicing GFP/RFP minigene ratio, 48 h | hit rate 0.01% among 200,000 | Potency, µM (highest dose often 46.1 µM), without a hit: top-dose ratio change, negative = inhibition, usual class: inhibitors; active = well fitted inhibition curve with a large enough effect in the signal ratio, with a control signal flat, not every such curve was filed as active; inconclusive = small, poorly fitted or top-dose-only effect, or effect the other way, or a change in a side signal; the % refers to the signal ratio; note: % is set by controls: 0 for no effect and ±100 for the full control effect
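Read-out is the ratio of GFP to DsRed2 object intensity, acquired by 488 nm laser-scanning cytometry on HeLa lamin A-EGFP minigene reporter cells. Compound incubation 48 hrs at 37 °C in Opti-MEM with 2% FBS; DMSO 0.5% final.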
JMJD2E inh: JMJD2E (human) inhibition | Potency, µM (titrated, usually from 57.1 µM), inactives show top-dose activity change, negative = inhibition, usual class: inhibitors | AID 2147 | hit rate 1.6% among 230,000 | B2RXH2 | JMJD2E catalytic domain, FDH-coupled NADH fluorescence (FDH is formaldehyde dehydrogenase); active = well fitted inhibition curve with a large enough effect, not every such curve was filed as active; inconclusive = small, poorly fitted or top-dose-only effect, or another doubt; inactive = no such curve, though single readings can be large or run the other way;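 note: 0% = wells with enzyme and -100% = buffer wells without enzyme; nearly all actives have a fitted effect of over 50% in size; many of its hits are not listed in these tables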
L3MBTL1 inh: blocks human L3MBTL1; Q9Y468; AlphaScreen L3MBTL1–H3K9me1 peptide binding; Potency, µM (titrated, usually from 57.1 µM), without a hit: at the top dose activity, negative = inhibition, actives largely listed as inhibitors; hit rate 0.66% among 230,000; AID 485360; note: % is set by controls: 0 for no effect and ±100 for the full control effect; nearly all actives have a fitted effect of over 60% in size
Target sequence (Q9Y468 whole entry, looked up): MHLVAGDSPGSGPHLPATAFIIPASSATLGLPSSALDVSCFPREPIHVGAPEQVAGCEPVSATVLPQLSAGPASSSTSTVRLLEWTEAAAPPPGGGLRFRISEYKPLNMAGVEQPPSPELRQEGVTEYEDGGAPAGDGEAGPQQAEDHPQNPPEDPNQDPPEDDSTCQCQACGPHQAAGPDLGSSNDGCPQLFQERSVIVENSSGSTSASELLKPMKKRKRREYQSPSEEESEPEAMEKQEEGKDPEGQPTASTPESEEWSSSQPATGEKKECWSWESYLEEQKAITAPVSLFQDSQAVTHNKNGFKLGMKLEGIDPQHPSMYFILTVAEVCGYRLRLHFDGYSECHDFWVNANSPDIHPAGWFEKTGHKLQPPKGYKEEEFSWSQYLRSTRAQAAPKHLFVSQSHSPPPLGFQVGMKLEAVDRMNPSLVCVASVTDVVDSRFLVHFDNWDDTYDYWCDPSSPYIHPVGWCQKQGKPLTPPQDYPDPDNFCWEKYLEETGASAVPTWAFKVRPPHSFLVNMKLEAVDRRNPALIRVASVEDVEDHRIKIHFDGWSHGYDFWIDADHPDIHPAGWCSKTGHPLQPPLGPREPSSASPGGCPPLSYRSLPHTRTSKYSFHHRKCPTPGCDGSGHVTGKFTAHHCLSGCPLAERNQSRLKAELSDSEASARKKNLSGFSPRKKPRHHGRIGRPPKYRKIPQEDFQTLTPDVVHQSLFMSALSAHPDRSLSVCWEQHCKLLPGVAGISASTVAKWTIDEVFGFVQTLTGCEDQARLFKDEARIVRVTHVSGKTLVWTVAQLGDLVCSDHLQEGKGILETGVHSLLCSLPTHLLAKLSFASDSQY
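L3MBTL1 50 nM + b-AHA-H3(1-15)K9me1 75 nM, 30 min RT; compound added, 30 min RT; streptavidin donor/Ni-chelate acceptor beads 10 ug/mL each final, 30 min RT dark; AlphaScreen read.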
Luc counter: blocks Kinase-Glo luciferase, a counter-screen artifact. Q27757. AID 1379. hit rate 0.28% among 200,000. Kinase-Glo luciferase, ATP luminescence, 8 min. Potency, µM (doses to about 38.3 µM), inactives show top-dose activity change, negative = inhibition, most hits filed as inhibitors; note: % is set by controls: 0 for no effect and ±100 for the full control effect; nearly all actives have a fitted effect of over 60% in size
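Compounds were added to a substrate mix at pH 7.2 (50 mM imidazole, 10 uM ATP, within the enzyme's linear range), followed by Kinase-Glo detection reagent; luminescence was measured after 8 minutes at ambient temperature.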
ALDH1A1 block: blocks purified human ALDH1A1 activity; P00352; Purified ALDH1A1, NADH fluorescence, propionaldehyde substrate; Potency, µM (highest dose often 75.3 µM), for inactives: at the top dose activity, negative = inhibition, hits mostly inhibitors; hit rate 7.3% among 220,000; active = well fitted inhibition curve with a large enough effect, not every such curve was filed as active; inconclusive = small, poorly fitted or top-dose-only effect, or another doubt; inactive = no such curve, though single readings can be large or run the other way;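 note: plate controls were no enzyme wells and a reference inhibitor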
RECQ1 inh: RECQ1 (human) helicase inhibition; hit rate 0.54% among 240,000; P46063; RECQ1 DNA unwinding, red fluorescence kinetic read; Potency, µM (series often up to 57.3 µM), for inactives: at the top dose activity, negative = inhibition, usual class: inhibitors;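 note: plate controls were vehicle for no effect and no enzyme for full effect; nearly all actives have a fitted effect of over 30% in size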
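RECQ1T1 50 nM; forked duplex (20 bp + 30-nt ss tails) 200 nM, ATP 2 mM final; pH 8.0, 2 mM MgCl2, 2.5 ug/ml poly(dI-dC); 15 min compound preincubation; discontinuous kinetic read over 2 h at RT.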
Tau ThT inhib: inhibitors of human tau fibril formation, thioflavin T binding; P10636; recombinant tau K18 P301L (four-repeat tau fragment), heparin-induced fibrillization, ThT fluorescence; Potency, µM (titrated, usually from 57.4 µM), for the others: at the highest dose activity, negative = inhibition, most hits filed as inhibitors; hit rate 2.1% among 270,000; note: % is set by controls: 0 for no effect and ±100 for the full control effect; nearly all actives have a fitted effect of over 55% in size
Target sequence (P10636 561-689 P618L limits assumed): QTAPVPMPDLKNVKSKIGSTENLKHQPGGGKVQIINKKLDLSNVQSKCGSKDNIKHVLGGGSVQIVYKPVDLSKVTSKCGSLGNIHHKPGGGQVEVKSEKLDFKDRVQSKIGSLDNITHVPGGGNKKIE
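In this qHTS, human K18 P301L tau is incubated with compound and heparin for 6 hr at 37 C, and Thioflavin T fluorescence then reports fibril load.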
SMN2 splice up: enhancers of SMN2 splice variant expression | HEK293 SMN2-luciferase splicing reporter, luminescence, 30-36 h | Potency, µM (top dose mostly 46.1 µM), without a hit: at the top dose activity change, positive = activation, usual class: activators | hit rate 2.8% among 210,000 | AID 1458; note: % of control where 0% means no effect; nearly all actives have a fitted effect of over 55% in size
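qHTS luciferase splicing reporter: luminescence rises when SMN2 exon 7 is included in transfected HEK293 cells. Compound exposure lasted 30-36 h at 37C, with 4.5 mM final sodium butyrate as control, followed by a ONE-Glo read.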
* = called active by the depositor; i = inactive; ? = inconclusive; nt = no result given; & = joins results of further samples; [ ] = remark or other dose. Unless noted, calls come from the whole dose curve; as a rule, active = well fitted curve in the direction sought with a large enough effect; inconclusive = small, poorly fitted or top-dose-only effect, or another doubt; inactive = no such curve, though single readings can be large; an effect the other way counts as inactive or inconclusive. Potency is the fitted concentration of half-maximal effect. Not all compounds are listed; the hit share may differ from the screen's.

SMILES	LMNA splice mod	JMJD2E inh	L3MBTL1 inh	Luc counter	ALDH1A1 block	RECQ1 inh	Tau ThT inhib	SMN2 splice up
Cc1ccc(Cl)cc1N1CCN(CC(O)COCc2ccco2)CC1 (configuration not stated)	-17.1%	?	-6.5%	nt	-12.7%	-3.6%	-9.2%	nt
C=CCOc1c(Br)cc(CNc2nccs2)cc1OC	-16.6%	-3.0%	-5.6%	-2.1%	?	3.4%	-17.1%	-21.2%
COc1ccc(C(c2c(C)[nH]n(C(N)=S)c2=O)C(C#N)C#N)cc1 (configuration not stated)	-5.7%	-7.8%	26.8%	0.0%	12.6µM*	1.7%	?	-39.2%
CC(=O)c1ccc(Nc2cc(C)nc3ccccc23)cc1	nt	-12.2%	nt	nt	8.7%	13.1%	?	nt
Cc1nonc1CC(=O)N1CCCC(C(=O)c2cccc(C(F)(F)F)c2)C1 (configuration not stated)	nt	4.8%	3.7%	nt	6.8%	i	-2.8%	nt
COc1cc2cc(CN(CCc3ccccc3C)C(=S)NCCCN(C)C)c(=O)[nH]c2cc1OC	-1.9%	?	2.3%	2.1%	?	-4.6%	-2.2%	-0.6%
CCOc1ccc2nnnn2n1	-0.2%	3.1%	0.8%	3.9%	11.8%	i	-7.0%	2.9%
COc1cccc(C(=O)OCc2ccccc2C#N)c1O	-9.0%	-4.4%	9.1%	-6.0%	?	-5.6%	-6.2%	-10.0%
Cc1ccc2c(c1)NCCO2	12.2%	-9.6%	-4.2%	-0.1%	?	i	?	-6.5%
O=C1c2cccc3cccc(c23)C(=O)N1CCCN(C(=O)c1cccs1)c1cccc(F)c1	-12.6%	-14.8%	-6.3%	-1.1%	?	0.8%	0.9%	-21.4%
Cc1cc(C)cc(NC(=O)c2cc(C)nn2C)c1	3.3%	1.2%	3.4%	-6.7%	-4.3%	-3.0%	-10.6%	9.5%
CC(=O)N1CCC(c2c[nH]c3ccccc23)CC1	nt	?	-18.9%	nt	?	12.9%	-9.1%	nt
O=C(O)C1CSC(c2ccccc2Cl)N1C(=O)c1ccc(Cl)cc1 (configuration not stated)	?	-7.4%	10.8%	-0.9%	7.0%	i	-8.3%	4.8%
Cc1cc([N+](=O)[O-])cc(/C=N\NC(=O)C2COc3ccccc3O2)c1O (configuration not stated)	nt	?	25.1µM*	nt	nt	-4.0%	12.6µM*	nt
COc1ccc(C(=O)NC(=S)N2CCOCC2)cc1OC	nt	-14.5%	8.1%	-1.4%	-4.4%	-3.7%	-5.7%	nt
CCOC(=O)C1=C(SCC)c2cc3c(n2C1=O)CCCC3	?	5.5%	25.1µM*	-8.2%	?	1.1%	11.2µM*	-1.9%
O=CN1CCN(C2CC(=O)N(c3ccc4c(c3)OCO4)C2=O)CC1 (configuration not stated)	0.6%	-0.7%	-7.5%	1.6%	12.6µM*	-10.0%	-8.3%	11.0%
COc1cc(NC(=O)C/C(C)=N/NC(=O)c2cccs2)c(OC)cc1Cl	-21.2%[46 µM]	-5.0%	-14.6%	1.2%	6.2%	i	?	-0.7%
COc1ccc(NC(=O)c2ccc(-c3ccc(OC)cc3)s2)cc1	?	?	0.5%	-0.1%	11.0%	-0.9%	-13.2%	10µM*
Oc1ccc(/C=N/Nc2ncc(Br)cn2)c(O)c1	?	11.2µM*	?	0.6%	-3.0%	-0.6%	?	-22.6%
c1ccc2cc(OCCN3CCCC3)ccc2c1	5.6%	3.5%	-3.1%	-4.3%	0.6%	-5.8%	5.8%	-4.4%
CC(=O)Nc1cc(O)cc(O)c1	?	-7.7%	nt	nt	nt	4.3%	-5.5%	nt
COc1ccccc1NC(=O)Cc1nn(C)c(=O)c2ccccc12	?	6.6%	-4.2%	0.3%	-3.8%	i	5.5%	-75.7%[inhibitor]
Fc1ccc(-c2nnc(Cc3nnc(-c4ccc(F)cc4)o3)o2)cc1	-1.5%	-5.5%	-2.0%	10.3%	1.6%	-4.4%	0.4%	-5.2%
C=CCNC(=O)N[C@@H](Cc1ccccc1)C(=O)OC	nt	2.9%	-6.9%	nt	nt	i	-3.4%	nt
C[C@@H]1C[C@H](Nc2ccccc2)c2ccccc2N1C(=O)c1cccnc1	?	8.2%	-9.3%[11.4 µM]	-2.8%	-7.8%	7.0%	-10.5%	-75.9%[inhibitor]
CCN(CC)S(=O)(=O)c1ccc(OC)c(NC(=O)COc2ccccc2[N+](=O)[O-])c1	8.4%[46 µM]	-16.5%	-6.9%	0.1%	7.6%	i	-2.5%	nt
O=C1CN(C(=O)COc2ncnc3ccccc23)c2ccccc2N1	27.8%	-4.1%	nt	-1.0%	2.4%	5.0%	-1.8%	-12.3%
O=C(NCc1ccc(F)cc1)C1CCCN(S(=O)(=O)c2cccnc2)C1 (configuration not stated)	-2.4%	3.8%	-11.0%	-3.4%	?	-12.6%	-8.6%	-1.3%
COc1ccc(CN2CC(C(=O)N3CCOCC3)CC2=O)cc1 (configuration not stated)	9.0%	1.9%	nt	-2.3%	2.9%	-10.5%	-4.0%	-17.9%
COc1ccccc1-c1nnn(C/C(N)=N/O)n1	-13.2%	3.6%	5.0%	-4.6%	-1.2%	?	-3.4%	10.6%
Cc1c(C)n(C(=O)CN2CCN(c3ccccn3)CC2)c2ccccc12	2.8%	-1.8%	-14.4%	-4.6%	-11.8%	-7.6%	?	1.4%
O=C(NC1CCCCC1)C(c1ccccc1)N(Cc1ccco1)C(=O)Cn1cnc2ccccc21 (configuration not stated)	1.9%	5.6%	-7.2%	3.3%	2.8%	-0.9%	-16.9%	-5.2%
CCCCNS(=O)(=O)c1cccc(S(=O)(=O)N2CCCC2)c1	-8.4%	3.1%	-1.0%	0.9%	14.1µM*	-2.4%	0.4%	-12.3%
COc1ccc(S(=O)(=O)N2CCCCC2)cc1NS(=O)(=O)c1ccccc1F	4.7%[46 µM]	11.9%	5.6%	-0.5%	?	i	-0.1%	-3.8%
O=C(NN=C1CCN(Cc2ccccc2)CC1)C(O)c1ccccc1 (configuration not stated)	-0.3%	5.0%	9.7%	0.3%	-5.3%	-0.2%	-5.8%	-4.4%
CC(=O)N=c1sc2nc3ccccc3nc2n1N(C(C)=O)C(C)=O	0.5%	?	nt	0.7%	?	i	?	?
COc1ccccc1NS(=O)(=O)c1cccc(NC(=O)Nc2cccc(Cl)c2)c1	?	-2.9%	-10.6%	10.2%	0.7%	2.5%	9.4%	-29.0%
COC(=O)c1ccc(Oc2nc(Nc3ccc(F)cc3)nc(N3CCCC3)n2)cc1	-6.0%	8.4%	0.5%	2.9%	3.0%	-0.5%	-9.1%	?
O=C1NC2(CCCCC2)N=C1c1ccccc1	11.3%	-2.4%	-3.8%	-0.9%	-7.4%	-14.6%	1.4%	-2.1%
CCCC(=O)N1c2ccccc2[C@@H](N(C(C)=O)c2ccccc2)C[C@H]1C	-3.2%	7.1%	1.9%	0.9%	-3.0%	-7.5%	2.9%	6.5%
CCN(CC)CCCNC(=O)c1ccc2c(Cl)c3c(nc2c1)CCCC3	nt	9.0%	nt	-1.4%	2.0%	3.0%	-17.3%&-12.1%	-39.7%&-28.0%[inhibitor]
Cc1onc(-c2ccccc2)c1C(=O)Nc1ccc(S(=O)(=O)NC2=NCCCCC2)cc1	-4.0%	2.1%	2.2%	nt	19.6%	-9.5%	-16.0%	nt
CC1=[N+](C)c2ccc3ccccc3c2C1(C)C	?	?	-13.6%	-2.7%	-7.8%	3.55µM*	14.1µM*	6.5%
C#CCOC(=O)CCCNc1ccc([N+](=O)[O-])cc1[N+](=O)[O-]	3.3%	5.1%	-12.0%	0.9%	-9.0%	-22.9%	?	11.0%
CCCCNC(=S)NNC(=O)c1csc(C)c1	-0.2%	4.3%	9.9%[11.4 µM]	2.3%	2.7%	-2.6%	-1.5%	21.4%
CCCNC(=O)OC[C@H]1O[C@H](CCO/N=C/C[C@@H]2C=C[C@H](OC(C)=O)[C@@H](COC(C)=O)O2)C=C[C@@H]1Oc1ccc(OC)cc1	?	16.5%	-7.1%	0.2%	-8.9%	-5.8%	?	-50.0%[inhibitor]
COC(=O)C(Cc1ccccc1)NC(=O)c1cccc(S(=O)(=O)N(C)C)c1 (configuration not stated)	5.6%[46 µM]	-3.2%	-0.4%	6.4%	?	-3.5%	-0.8%	15.4%
Cc1nn2cc(-c3ccc(N)cc3)nc2s1	1.1%	-2.1%	-1.7%	-17.2%	-0.2%	-5.3%	?	12.6µM*
O=C(Nc1sc(-c2ccccc2)cc1C(=O)O)c1ccccc1	nt	-10.8%	9.9%	nt	nt	-15.2%	12.6µM*	nt
Later entries
SMILES	LMNA splice mod	JMJD2E inh	L3MBTL1 inh	Luc counter	ALDH1A1 block	RECQ1 inh	Tau ThT inhib	SMN2 splice up
COc1ccccc1N1CCN(C(=O)c2ccc3[nH]c4c(c3c2)CCCC4)CC1	?	-0.5%	-19.5%	1.2%	-28.7%	-8.4%	?	3.3%
CC(=O)Oc1ccc(-c2ccc(C(=O)Nc3cccc(S(=O)(=O)N4CCOCC4)c3)cc2)cc1	?	?	10.8%	-1.0%	?	-7.4%	-7.7%	-86.5%[inhibitor]
CCC(=O)NC(Nc1cc(C)cc(C)n1)(C(F)(F)F)C(F)(F)F	-5.5%	-10.0%	1.4%	-1.2%	21.6%	-3.5%	1.2%	21.8%
CCOC(=O)CSc1nnc(-c2ccc([N+](=O)[O-])cc2)o1	nt	-22.3%	-10.0%	0.7%	-13.6%	i	?	nt
CC(C)C(c1nnnn1C1CCCC1)N1CCN(c2ccccc2F)CC1 (configuration not stated)	?	1.1%	-2.8%	-1.8%	?	9.8%	-14.3%	-14.9%

Some of these compounds in order of number of heavy atoms, descending:
SMILES	LMNA splice mod	JMJD2E inh	L3MBTL1 inh	Luc counter	ALDH1A1 block	RECQ1 inh	Tau ThT inhib	SMN2 splice up
COc1ccccc1N1CCN(C(=O)c2ccc3[nH]c4c(c3c2)CCCC4)CC1	?	-0.5%	-19.5%	1.2%	-28.7%	-8.4%	?	3.3%
CC(C)C(c1nnnn1C1CCCC1)N1CCN(c2ccccc2F)CC1 (configuration not stated)	?	1.1%	-2.8%	-1.8%	?	9.8%	-14.3%	-14.9%
CCOC(=O)CSc1nnc(-c2ccc([N+](=O)[O-])cc2)o1	nt	-22.3%	-10.0%	0.7%	-13.6%	i	?	nt
